DAX1 inh-1 = DAX1 (NR0B1) inhibitors on StAR promoter, primary screen, cell-based, luminescence, SF-1 (NR5A1), full-length DAX-1 | HEK293T StAR-luciferase reporter, SF-1/DAX-1 repression relief | inhibition, % at 6.8 µM | 1.1% of 370,000 active | AID 652010, 2013;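 active means inhibition above the mean over all tested compounds plus 3 SD, cut at about 3.6% in these data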;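 further: 0% = DAX-1 cells with DMSO and 100% = cells lacking DAX-1 with DMSO; higher inhibition means more luminescence from relief of DAX-1 repression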
ADAM10 inh = human ADAM10 inhibitors, primary screen, biochemical, QFRET, HTS; recombinant ADAM10, EDANS/DABCYL FRET peptide cleavage, 3 h; inhibition, % at 7 µM; 0.62% of 370,000 active; AID 720582, 2013;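 active means inhibition above a per-campaign cutoff equal to the mean of compounds falling between control-based bounds plus 3 SD, cut at about 20% in these data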;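 further: 0% = DMSO wells while the 100% control is not disclosed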
Target sequence (O14672 214-748 limits assumed): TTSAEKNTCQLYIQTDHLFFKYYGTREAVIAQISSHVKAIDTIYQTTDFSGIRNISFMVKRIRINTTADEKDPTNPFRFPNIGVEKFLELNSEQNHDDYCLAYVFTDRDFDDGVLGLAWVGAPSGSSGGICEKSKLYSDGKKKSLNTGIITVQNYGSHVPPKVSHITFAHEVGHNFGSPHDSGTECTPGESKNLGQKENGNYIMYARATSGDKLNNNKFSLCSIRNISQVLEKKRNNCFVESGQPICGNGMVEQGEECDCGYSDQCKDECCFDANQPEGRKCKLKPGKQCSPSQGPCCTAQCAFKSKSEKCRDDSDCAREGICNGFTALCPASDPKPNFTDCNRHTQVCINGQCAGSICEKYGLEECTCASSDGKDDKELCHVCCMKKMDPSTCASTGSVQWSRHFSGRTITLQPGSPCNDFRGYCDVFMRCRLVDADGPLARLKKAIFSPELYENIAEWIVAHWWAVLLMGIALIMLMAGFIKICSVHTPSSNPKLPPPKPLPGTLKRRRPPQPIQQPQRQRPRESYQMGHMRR
DAX1 inh-2 = DAX1 (NR0B1) inhibitors, primary screen, cell-based, HEK293, Gal4-DAX1, luciferase luminescence; AID 504766, 2011; HEK293 Gal4-DAX1 luciferase reporter; Nuclear receptor subfamily 0 group B member 1 (Homo sapiens), P51843; inhibition, % at 6.75 µM; 0.99% of 340,000 active;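 active means inhibition above the mean over all tested compounds plus 3 SD, cut at about 4.2% in these data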;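 further: 0% = DAX1-transfected cells with DMSO and 100% = empty-vector control cells with DMSO; inhibition shows as a rise in luminescence from relieved DAX1 repression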
hcDAF-12 act = H. contortus DAF-12 nuclear receptor activators, primary screen, cell-based, luminescence, HEK293, lit1-tk-luc reporter; HEK293 hcDAF-12 lit1-tk-luc reporter; 0% DMSO, 100% Δ7-dafachronic acid; activation, % at 6.8 µM; 1.4% of 370,000 active;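 active means activation above the mean of all tested compounds plus 3 SD, cut at about 5.5% in these data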;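 further: 100% = response to 3 µM Δ7-dafachronic acid high control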
hgDAF-12 ag = H. glycines DAF-12 receptor agonists, primary screen, cell-based, luminescence, HEK293, GAL4 fusion, UAS-luciferase | Nuclear hormone receptor DAF-12 (Heterodera glycines), GAL4 fusion | HEK293 GAL4-hgDAF12 UAS-luciferase reporter, agonist luminescence; normalized to butyrate control | activation, % at 6.8 µM | 1.8% of 370,000 active;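 active means activation above a cutoff set at the mean of all screened compounds plus 3 SD, cut at about 10% in these data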;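 further: 0% = DMSO wells and 100% = sodium butyrate wells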
PLCg1 inh = PLC-gamma1 enzyme inhibitors, primary screen, biochemical, fluorescence, purified enzyme; 1-phosphatidylinositol 4,5-bisphosphate phosphodiesterase gamma-1 (Homo sapiens), P19174; fluorogenic substrate; inhibition, % at 12.2 µM; 0.84% of 370,000 active; AID 720700, 2013; in the data active means inhibition above about 9.5%
PLCb3 inh = human PLC-beta3 inhibitors, primary screen, biochemical, fluorescence | 0.18% of 370,000 active | 1-phosphatidylinositol 4,5-bisphosphate phosphodiesterase beta-3 (Homo sapiens), Q01970 | inhibition, % at 12.2 µM | Purified PLC-beta3, fluorogenic substrate; in the data active means inhibition above about 11%;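 further: 0% = median of compound wells on plate and 100% = full blocker control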
HGIII-sPLA2 inh = human group III sPLA2 inhibitors, primary screen, biochemical, QFRET, BODIPY PC-A2 liposome substrate. 0.56% of 370,000 active. inhibition, % at 12.2 µM. QFRET BODIPY PC-A2 liposome hydrolysis, fluorescence;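 active means inhibition above mean plus 3 SD of compounds lying within the high and low control bounds, cut at about 19% in these data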;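 further: 0% = median of test compound wells and 100% = no enzyme DMSO wells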
Target sequence (Q9NZ20 whole entry, looked up): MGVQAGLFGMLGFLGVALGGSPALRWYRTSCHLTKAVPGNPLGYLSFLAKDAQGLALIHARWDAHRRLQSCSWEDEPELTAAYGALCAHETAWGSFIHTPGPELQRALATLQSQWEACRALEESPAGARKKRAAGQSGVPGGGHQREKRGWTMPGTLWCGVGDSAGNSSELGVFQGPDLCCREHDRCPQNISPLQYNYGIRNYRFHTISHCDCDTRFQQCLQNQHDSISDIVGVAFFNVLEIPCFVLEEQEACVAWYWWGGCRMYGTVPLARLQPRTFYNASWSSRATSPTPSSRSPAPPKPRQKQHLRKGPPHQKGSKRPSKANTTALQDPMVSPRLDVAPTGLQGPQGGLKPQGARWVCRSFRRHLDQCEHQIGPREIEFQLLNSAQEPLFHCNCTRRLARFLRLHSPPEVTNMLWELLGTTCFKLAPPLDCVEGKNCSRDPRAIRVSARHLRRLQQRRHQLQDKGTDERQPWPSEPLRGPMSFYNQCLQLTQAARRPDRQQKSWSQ
FXN GAA850 act = FXN promoter activators, primary screen, cell-based, luciferase luminescence, HEK293 lucGAA850. HEK293 lucGAA850 FXN promoter luciferase reporter, 24 h; percent of 10 µM SAHA response. 0.56% of 360,000 active. activation, % at 6 µM;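 active means activation above the average of all compounds screened plus 3 SD, cutoff fixed separately per campaign, cut at about 7.5% in these data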;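 further: 0% = DMSO wells and 100% = 10 µM SAHA wells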
ssDAF-12 act = S. stercoralis DAF-12 nuclear receptor activators, primary screen, cell-based, luminescence, HEK293, GRIP1 co-expression, lit1-tk-luc | Nuclear hormone receptor DAF-12 (Strongyloides stercoralis) | HEK293 ssDAF-12/GRIP1 lit1-tk-luc reporter; % of 3 µM dafachronic acid response | activation, % at 6.8 µM | 1% of 370,000 active | AID 652126, 2013;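 active means activation above the mean over all tested compounds plus 3 SD, cut at about 0.9% in these data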;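 further: 0% = DMSO-only wells and 100% = 3 µM delta7-dafachronic acid wells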
ADAM17 inh = ADAM17 inhibitors, primary screen, biochemical, QFRET. recombinant ADAM17, EDANS/DABCYL FRET peptide cleavage. inhibition, % at 6.95 µM. 0.83% of 370,000 active. AID 720648, 2013. Disintegrin and metalloproteinase domain-containing protein 17 (Homo sapiens), P78536;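 active means inhibition above the mean of compounds lying between control limits plus 3 SD, set per campaign, cut at about 8.5% in these data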;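 further: 0% = DMSO-only wells as the low control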
* = called active by the depositor; i = inactive; / = no result given.

SMILES	DAX1 inh-1	ADAM10 inh	DAX1 inh-2	hcDAF-12 act	hgDAF-12 ag	PLCg1 inh	PLCb3 inh	HGIII-sPLA2 inh	FXN GAA850 act	ssDAF-12 act	ADAM17 inh
CC(C)C(=O)OCCN=C1NS(=O)(=O)c2ccccc21	-0.3	-1.8	3.1	-2.7	2.2	-0.4	6.2	5.4	5.6	-1.9	-0.9
CC(C)C(C(=O)Nc1ccc2c(c1)OCCOCCOCCOCCO2)N1C(=O)c2ccccc2C1=O (configuration not stated)	0.1	-7.0	0.5	2.0	2.8	2.1	-0.4	-2.1	2.0	-1.3	1.6
O=C(NCc1ccccc1Cl)c1ccc2c(=O)n(CCCN3CCCC3=O)c(=S)[nH]c2c1	-0.3	-1.8	0.6	-1.6	-0.2	-0.4	4.5	1.1	1.3	0.1	-2.4
CCNc1nc(OC)nc(N(OC)S(=O)(=O)c2ccc(C)cc2)n1	0.7	7.7	0.2	-1.0	-1.0	-0.7	-3.4	2.1	0.5	-0.7	-2.1
Cc1cc(OCC(O)CN(CCO)CCO)ccc1Cl (configuration not stated)	-0.7	2.9	0.7	4.5	0.7	-0.8	-3.1	10.3	1.0	-1.1	-6.7
COc1ccc(OCC(=O)N2CCOCC2)cc1	0.6	2.2	1.1	0.5	0.9	2.1	6.0	-5.5	2.2	-0.6	-0.9
CCOC(=O)/C(C#N)=C/Nc1ccsc1C(C)=O	0.1	-6.2	0.7	1.0	1.8	-33.1	-48.0	13.0	2.6	-1.8	-5.8
COc1cccc(CN(C)C(=O)c2cccc(S(=O)(=O)Nc3cccc(C)c3)c2)c1OC	-1.9	8.8	-1.3	-2.5	-1.3	-2.9	-9.4	-20.1	1.5	-0.8	-0.4
COCCNC(=O)C(=O)Nc1ccc(Cl)cc1C	1.0	2.8	-0.8	-0.3	5.2	0.9	-0.2	4.1	3.5	-1.5	1.4
O=C(O)/C=C/C(=O)NNC(=O)c1ccc(Cl)cc1Cl	-0.4	-0.5	-0.6	2.5	-0.1	-2.5	0.5	-2.7	3.6	-1.0	-0.7
CCCC(=O)Nc1ccc2oc(-c3ccncc3)nc2c1	-0.1	-235.6	0.8	0.0	-0.5	i	i	4.8	1.8	-1.3	-63.6
COc1ccc([C@H]2CC(=O)C=C(c3ccc(F)cc3OCc3ccccc3)C2)cc1OC	-1.6	18.4	-1.6	-3.4	-5.1	3.4	-5.5	-14.5	-1.4	-2.2	9.8*
CC(=O)CC(C)=NCCN=C(C)CC(C)=O	0.2	-6.8	0.2	1.1	-0.3	-3.8	-12.2	7.3	0.5	-1.3	-8.0
Cc1ccc(NC(=S)NCCCN2CCOCC2)cc1	0.0	-3.9	-0.6	0.5	-3.5	-2.8	-3.4	7.1	3.1	0.1	-3.0
N#CCC[C@H]1CC[C@]2(CCCN(c3ccccc3)C2)O1	0.7	2.1	/	1.5	-0.6	0.8	-3.0	-0.1	/	-1.2	1.3
CCOC(=O)C1=C(CC)OC(N)=C(C#N)C1c1ccc(NC(C)=O)cc1 (configuration not stated)	0.0	-74.9	-0.7	-2.6	-0.9	-32.5	-31.2	-9.8	3.2	-1.0	-20.4
O=C(N/N=C/C=C\c1cccc([N+](=O)[O-])c1)c1ccccn1	0.9	2.9	2.1	2.6	5.4	3.3	6.1	-5.6	6.2	-0.7	0.9
NC(=O)c1cccc(-c2cnc3c(Nc4cccc(OC(F)(F)C(F)F)c4)nccn23)c1	0.7	-7.7	/	-1.9	4.1	-18.3	-25.4	-8.8	5.0	-0.9	-0.7
CC(=O)N1N=C(c2cccc(Cl)c2)OC1c1cccc([N+](=O)[O-])c1 (configuration not stated)	0.1	-3.3	-0.9	-1.9	-1.1	1.7	0.7	7.8	0.2	-1.1	-3.6
COc1ccc(N2CCN(CCCNC(=O)Nc3ccccc3)CC2)cc1	-0.4	6.5	-1.1	-2.4	-1.0	7.1	3.9	8.2	0.5	-0.4	1.6
O=C(CNC(=O)C1CCCCC1)Nc1ccc(Cl)cc1	0.2	-1.9	0.7	-0.9	2.0	0.0	4.1	1.3	2.2	-0.6	4.2
NC(=O)c1ccc(/C=N/O)[n+](Cc2ccccc2)c1	-0.2	1.9	0.0	-2.1	-2.5	0.6	-1.8	1.8	0.3	-1.0	3.9
CC(=O)c1ccc(NC(=O)NC2CC(=O)N(c3ccc4c(c3)OCCO4)C2)cc1 (configuration not stated)	-1.1	1.2	2.0	-1.5	0.2	-0.1	1.5	-2.3	0.4	-0.4	1.1
Cc1ccc(C2(C)NC(=O)N(CC(=O)Nc3nc(-c4ccccn4)cs3)C2=O)cc1 (configuration not stated)	-3.0	-20.5	-1.5	-1.5	0.3	-16.2	-18.8	-3.6	-2.4	-0.9	-5.8
Cc1cc(/C=C(\C#N)C(=O)NCc2cccs2)c(C)n1-c1ccccc1F	1.1	2.7	2.7	3.8	6.8	-3.9	-9.9	-4.2	5.7	1.1*	0.4
CCCCSc1nnc(-c2ccc(OC)cc2)n1C	-0.2	0.6	-0.1	0.5	1.6	1.1	0.1	-0.3	3.4	-0.5	-4.8
CCC1CCc2[nH]nc(C(=O)O)c2C1 (configuration not stated)	1.3	-0.7	-0.3	-0.4	-0.6	2.4	6.8	13.1	1.0	-1.8	4.4
CC1CN(S(=O)(=O)c2cccc(C(=O)NCc3ccc4c(c3)OCO4)c2)CC(C)O1 (configuration not stated)	-1.0	3.4	-0.5	-1.9	-3.3	4.5	1.2	-3.4	-0.7	-1.7	1.3
N#Cc1ccccc1Sc1ccccc1C(=O)OCC(N)=O	1.6	-3.9	0.7	-0.1	-0.1	0.6	-7.4	10.0	1.9	-1.1	-8.1
CCOC(=O)N1CCN(c2ncnc3c2cnn3-c2ccc(OC)cc2)CC1	-0.9	-12.7	-0.2	-0.1	1.6	-1.3	-5.8	-4.8	-0.8	-1.7	-5.9
CN(O)/C=C/C(=O)c1ccc(Br)cc1	0.1	-11.7	/	-0.9	0.5	-8.7	-10.9	-6.1	1.4	-1.1	-4.7
CCCCN(CC)CCNC(=O)CN1C(=O)COc2ccc(S(=O)(=O)N3CCCC3)cc21	0.0	-5.1	-0.6	-3.1	1.0	-3.4	0.2	7.8	1.2	-1.2	-3.4
O=C(CNC(=O)c1ccncc1)Nc1ccc(F)c(F)c1	0.7	2.1	0.1	-0.2	-0.6	-0.1	-7.4	-2.3	2.1	-1.2	0.7
CC(C)c1cccc(-c2csc(C(C)(O)c3ccccc3)n2)c1 (configuration not stated)	-1.1	5.2	/	-0.2	-3.2	1.6	0.5	-3.9	0.3	-1.5	3.7
Cc1cccc(C)c1NC(=O)CNC(=O)c1c(C)nn(C)c1Cl	-0.3	1.3	-0.9	-1.1	-1.2	0.1	1.3	1.2	-1.5	-1.1	-1.9
CCOC(=O)NC1(Nc2cccc(Cl)c2)Oc2ccccc2O1	-0.3	13.5	-0.7	0.1	2.4	-3.7	-1.4	3.6	6.3	-1.0	0.2
CC(C)CC(=O)N1CCN(Cc2ccc3ccccc3c2)CC1	-0.7	-5.0	-0.3	-2.0	-3.5	2.8	-0.4	-1.6	1.3	-1.6	-2.6
OC(c1nc2ccc(F)cc2[nH]1)C(O)c1nc2ccc(F)cc2[nH]1 (configuration not stated)	-0.4	3.4	-0.7	-0.6	1.8	1.0	-4.7	2.2	-0.5	-1.3	-3.9
COc1cc(OC)cc(C(=O)NNC(=S)NCc2ccco2)c1	-0.1	-2.7	3.8	-2.0	2.2	-0.6	0.6	7.2	1.5	-0.9	0.1
COc1cccc(/C=C/C(=O)OCC(=O)c2ccc(Br)cc2)c1	0.3	-8.0	3.2	-1.1	-0.5	0.7	0.1	1.2	-1.8	-0.8	1.6
CCCCN1CC(COCc2ccccc2)Oc2cccc(NCc3ccc(OC)cc3)c2S1(=O)=O (configuration not stated)	2.1	3.2	1.3	1.2	1.4	-1.6	0.0	-14.1	0.0	-0.6	-0.4

Grouped by structure: those above with fluorine.
SMILES	DAX1 inh-1	ADAM10 inh	DAX1 inh-2	hcDAF-12 act	hgDAF-12 ag	PLCg1 inh	PLCb3 inh	HGIII-sPLA2 inh	FXN GAA850 act	ssDAF-12 act	ADAM17 inh
COc1ccc([C@H]2CC(=O)C=C(c3ccc(F)cc3OCc3ccccc3)C2)cc1OC	-1.6	18.4	-1.6	-3.4	-5.1	3.4	-5.5	-14.5	-1.4	-2.2	9.8*
NC(=O)c1cccc(-c2cnc3c(Nc4cccc(OC(F)(F)C(F)F)c4)nccn23)c1	0.7	-7.7	/	-1.9	4.1	-18.3	-25.4	-8.8	5.0	-0.9	-0.7
Cc1cc(/C=C(\C#N)C(=O)NCc2cccs2)c(C)n1-c1ccccc1F	1.1	2.7	2.7	3.8	6.8	-3.9	-9.9	-4.2	5.7	1.1*	0.4
O=C(CNC(=O)c1ccncc1)Nc1ccc(F)c(F)c1	0.7	2.1	0.1	-0.2	-0.6	-0.1	-7.4	-2.3	2.1	-1.2	0.7
OC(c1nc2ccc(F)cc2[nH]1)C(O)c1nc2ccc(F)cc2[nH]1 (configuration not stated)	-0.4	3.4	-0.7	-0.6	1.8	1.0	-4.7	2.2	-0.5	-1.3	-3.9

Assay outcomes: PubChem BioAssay, The Scripps Research Institute Molecular Screening Center
